High-throughput results (PubChem)
FXIIa inh: factor XIIa (human) inhibition; P00748; purified FXIIa, Boc-QGR-AMC fluorogenic substrate, 2 h; inhibition, % at 5 µM; actives 0.3% (n = 220,000); AID 800; in the data active = inhibition above about 40%;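 also: 0% = enzyme with no compound and 100% = blank without enzyme; many of its hits are not listed in these tables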
Wee1 stabilizer: blocks degradation of human Wee1 kinase; HeLa Luc-Wee1K328M stability, luciferase luminescence; 100% = proteasome inhibitor MG132 effect; actives 1.2% (n = 220,000); reporter increase, % at 5 µM; P30291; AID 1321;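 active = activation above the mean of all tested compounds plus 3 SD, set per screening run, cut at about 8.8% in these data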;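 also: cells exposed to compound for 20 h before luminescence read; 0% = DMSO alone and 100% = MG132 at 30 µM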
p97 inhibitor: human p97 ATPase inhibition; recombinant p97 ATPase, Kinase-Glo ATP luminescence, 3 h; inhibition, % at 8 µM; actives 0.42% (n = 220,000); AID 1481; in the data active = inhibition above about 15%;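 also: 0% = DMSO vehicle and 100% = wells lacking enzyme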
Mdm2 ligase inh: blocks human Mdm2 ubiquitin ligase activity. Q00987. cell-based MDM2 ubiquitination luciferase reporter, 2 h; 0 = plate control, 100 = twice control, blank-subtracted. signal enhancement, % at 5 µM. actives 0.11% (n = 210,000);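 active = signal enhancement of 30% or more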;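 also: luminescence tracks abundance of the self-degrading MDM2-luciferase fusion protein; higher signal means inhibition of MDM2 E3 ligase activity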
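system = mammalian cells stably expressing self-ubiquitinating, self-degrading MDM2 E3–luciferase fusion | quantity = 2000 cells per well seeded | incubation = 4 h cell settling then 2 h compound exposure, 37 °C | signal = SteadyLite luminescence, 15 min reagent step | benchmarks = plate control and blank wells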
Rad51 HR inh: blocks human Rad51 in homologous recombination; AID 1385; inhibition, % at 10 µM; Q06609; actives 0.085% (n = 200,000); hRad51 DNA strand exchange, fluorescence dequenching;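 active = inhibition above 40% at the single screening dose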;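 also: 0% = DMSO control wells and 100% = blanks with heterologous ssDNA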
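System: hRad51 filaments on single-stranded DNA; reagent: Fluorescein- and BHQ1-tagged 47-mer duplex; compound dosing: one concentration, 10 µM final; timing: filaments 15 min 37 °C, then compound 30 min; measured by: fluorescein emission 520 nm, excitation 485 nm; benchmarks: per-plate controls and blanks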
eIF4E 4G PPI: inhibitors of eIF4E and eIF4G interaction in translation initiation; TR-FRET eIF4E-eIF4GI(517-606) binding, 2 h; inhibition, % at 21.7 µM; P63073+Q04637; actives 0.37% (n = 220,000);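 active = inhibition above about 30%, limit read from the data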;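 also: 0% = full FRET control wells and 100% = background wells lacking eIF4GI fragment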
FXIa inh 1536: inhibitors of human coagulation factor XIa | P03951 | purified FXIa, Boc-Glu-Ala-Arg-AMC fluorogenic substrate | inhibition, % at 5 µM | actives 0.14% (n = 220,000) | AID 798;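 active = inhibition of at least 40%; inactive = inhibition below 40%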;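 also: fluorescence of freed AMC excited at 355 nm; 0% = enzyme without compound and 100% = no enzyme blank; many of its hits are not listed in these tables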
Target sequence (P03951 19-387 limits assumed): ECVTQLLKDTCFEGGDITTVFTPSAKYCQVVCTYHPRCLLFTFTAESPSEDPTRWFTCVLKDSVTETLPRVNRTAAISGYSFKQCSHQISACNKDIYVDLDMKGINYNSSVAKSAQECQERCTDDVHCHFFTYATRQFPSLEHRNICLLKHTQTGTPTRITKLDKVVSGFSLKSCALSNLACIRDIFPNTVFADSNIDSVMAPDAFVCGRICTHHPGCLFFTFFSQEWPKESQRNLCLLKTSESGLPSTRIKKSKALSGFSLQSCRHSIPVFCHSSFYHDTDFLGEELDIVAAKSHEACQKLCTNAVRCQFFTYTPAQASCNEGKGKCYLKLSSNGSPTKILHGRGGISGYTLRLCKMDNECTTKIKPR
Target sequence (P03951 388-625 limits assumed): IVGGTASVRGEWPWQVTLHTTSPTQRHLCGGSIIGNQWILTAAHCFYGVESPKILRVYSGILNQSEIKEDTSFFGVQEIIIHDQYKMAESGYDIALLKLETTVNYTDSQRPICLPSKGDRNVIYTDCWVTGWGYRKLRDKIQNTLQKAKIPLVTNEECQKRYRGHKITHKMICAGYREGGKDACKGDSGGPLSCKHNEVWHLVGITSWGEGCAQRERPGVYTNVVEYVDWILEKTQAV
14-3-3 Bad PPI: disrupts binding of bovine 14-3-3 zeta to phospho-Bad peptide. actives 0.71% (n = 220,000). AID 781. inhibition, % at 21.7 µM. TR-FRET 14-3-3zeta/Dy647-pBad peptide displacement, 1 h;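 active = inhibition above about 70%, limit read from the data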;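 also: 0% = full 14-3-3 plus peptide FRET controls and 100% = background without 14-3-3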
Target sequence (P63103 whole entry, looked up): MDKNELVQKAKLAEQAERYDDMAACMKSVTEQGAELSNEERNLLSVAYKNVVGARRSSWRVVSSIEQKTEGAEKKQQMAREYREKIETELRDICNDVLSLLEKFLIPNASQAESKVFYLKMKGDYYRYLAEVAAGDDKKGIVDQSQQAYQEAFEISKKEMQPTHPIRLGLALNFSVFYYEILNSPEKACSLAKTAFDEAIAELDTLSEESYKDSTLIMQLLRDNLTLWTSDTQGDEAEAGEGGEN
KLK5 inh: inhibitors of human kallikrein 5; recombinant hK5, fluorogenic AMC substrate cleavage; inhibition, % at 5 µM; actives 0.59% (n = 210,000); AID 873;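 active = inhibition of 40% or more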;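 also: 0% = enzyme controls without compound and 100% = no-enzyme blanks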
Target sequence (Q9Y337 67-293 limits assumed): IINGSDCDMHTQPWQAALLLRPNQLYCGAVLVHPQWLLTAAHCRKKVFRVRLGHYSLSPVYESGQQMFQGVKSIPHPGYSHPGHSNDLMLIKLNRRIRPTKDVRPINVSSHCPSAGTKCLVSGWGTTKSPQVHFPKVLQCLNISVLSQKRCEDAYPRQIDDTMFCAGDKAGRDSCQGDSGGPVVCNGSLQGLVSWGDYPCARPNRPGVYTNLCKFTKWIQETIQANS
Active calls of the source: *; x = no result given; [ ] = another dose, or the depositor's remark.

SMILES	FXIIa inh	Wee1 stabilizer	p97 inhibitor	Mdm2 ligase inh	Rad51 HR inh	eIF4E 4G PPI	FXIa inh 1536	14-3-3 Bad PPI	KLK5 inh
Cc1ccc(NC(=O)c2ccc3ccccc3n2)cc1S(=O)(=O)N(C)C	6	0	3	-5	12	-1	0	-13	2
O=C(COC(=O)CCSc1ccc(Cl)cc1)NCc1ccccc1Cl	8	2	-7	-10	15	1	0	2	-1
CC1CCCN(c2nc3c(c(=O)[nH]c(=O)n3C)n2Cc2ccccc2Cl)C1 (stereo not drawn)	14	-1	-1	-6	-2	-4	1	2	-3
CCOc1cc(CO)ccc1OCC(=O)N1CCCCC1	53*	-2	2	-15	-4	1[fluorescence artefact?]	41*	15[fluorescence artefact?]	-5
O=C(N/C(=C/c1ccc(Br)cc1)C(=O)N1CCOCC1)c1cccs1	7	-2	1	-6	-6	3	-3	-8	3
CCOC(=O)/C=C/C(=O)Nc1ccc(S(=O)(=O)N(C)c2ccccc2)cc1	1	10*	1	-21	17	6	-6	-1	-4
O=C(Nc1cccc2ccccc12)c1ccccc1NS(=O)(=O)c1cccc2cccnc12	11	2	2	6	4	17[fluorescence artefact?]	1	-9	-13
CCC(=O)Nc1ccc2oc(-c3cccnc3)nc2c1	2	0	2	-3	2	3	-5	10	-1
Cc1ccsc1C(=O)OCC(=O)Nc1sccc1C(N)=O	11	0	7	-21	2	-1	5	-3	0
COc1cc(C(=O)N2CCN(Cc3ccccc3C(F)(F)F)CC2)cc(OC)c1OC	13	0	-9	8	x	1	8	35	0
CC(C)CCNC(=O)NC(=O)COc1ccccc1C#N	7	-3	0	-6	-3	-3	1	9[fluorescence artefact?]	-13
O=C(O)C1CCC(=O)N1Cc1ccccc1Cl (stereo not drawn)	12	-2	3	2	11	-2	-4	-4	-18
C=CCNCC(O)COc1ccc(C(C)=O)cc1OC (stereo not drawn)	6	1	18*	13	-8	3	8	33	2
Cc1c(-c2ccccc2)[n+](=O)c(-c2ccc(Br)cc2)c(C)n1[O-]	1	0	10	-11	7	1	-12	-4	-2
Cc1cc(C(=O)COC(=O)C2COc3ccccc3O2)c(C)n1CC1CCCO1 (stereo not drawn)	2	-2	-1	0	11	1	4	-2	-3
Cc1ccccc1NC(=O)c1c(C)[nH]c(=S)c(C#N)c1-c1ccc(Cl)cc1	6	-2	3	-6	x	-2	0	-8	1
CCc1ccccc1NC(=O)CSc1nc2ccccc2n1CC(=O)N(C)C	-10	5	8	-2	-3	-4[fluorescence artefact?]	-5	2[fluorescence artefact?]	-9
Cc1onc(-c2c(Cl)cccc2Cl)c1C(=O)N=C(N)N1CC(C)OC(C)C1 (stereo not drawn)	1	0	2	-9	16	0	9	1	1
O=C(/C=C/Sc1ncn[nH]1)c1ccc(Cl)cc1	14	9.1*	0	-16	-1	5	1	-14	-14
CN(C)c1cc(-c2cccc([N+](=O)[O-])c2)oc(=O)c1Cl	-1	1	12	-16	22	-5	6	4	1
Cc1ccc(NC(=O)CN2CCC3(O)CCCCC3C2c2ccc3c(c2)OCO3)c(C)c1 (stereo not drawn)	6	-3	1	-11	2	2	-5	4	0
O=C(Cn1nc(-c2ccccc2)c2ccccc2c1=O)Nc1ccc(O)cc1	7	0	6	x	6	-7	3	16	1
COCC(C)OC(=O)c1c(N)n(-c2ccc(OC)c(OC)c2)c2nc3ccccc3nc12 (stereo not drawn)	1	-2	-3	-3	18	-5	-4	-3	-6
Cc1ccc(-c2nc3c4ccccc4ccn3c2CN2CCCCC2)cc1	13	-3	-5	-12	14	6	1	3	2
Cc1ccc(CN2C(=O)CCC2C(=O)NCc2ccccc2Cl)cc1 (stereo not drawn)	10	-1	0	-22	-16	-2	-3	-1	2
Cc1cc(NC(=O)CC(C)(C)C)nc2c1c(=O)oc1ccccc12	15	4	2	x	-7	5	7	2	-3
Cc1ccc(NC(=O)CN2CCN(CCN=CC3=C(O)CC(C)(C)CC3=O)CC2)cc1	2	7	-4	-18	x	6	-11	5	1
O=C(O)c1ccc(Oc2ccccc2)o1	4	0	-3	-7	-7	3	-3	-1	-2
CCC(=O)Nc1nc(C)c(C(=O)N2CCCCC2)s1	13	-3	2	-10	-2	-9	0	-8	-12
CC1(C)OC(=O)N(c2cccnc2)C1(C)O (stereo not drawn)	15	-1	0	-27	-4	-8	1	-5[fluorescence artefact?]	-6
C[C@H](c1ccccc1)n1nnc(COCc2ccccc2)c1C#CCOCc1ccccc1	7	x	x	27	10	-1	0	3	-1
CC(C)C[C@H](NC(=O)c1nc[nH]c1C(=O)NCC(=O)OC(C)(C)C)C(=O)OCc1ccccc1	8	x	x	15	-2	2	0	-8	-2
CCCOc1ccc(-c2cc(C(F)(F)F)c(C#N)c(SCC(=O)O)n2)cc1	6	0	-2	-8	x	7	1	-5	x
COc1ccc(NC(=O)Cn2cnc3sc(C)c(S(=O)(=O)N4CCN(C)CC4)c3c2=O)cc1OC	6	0	0	-7	7	0	-6	-2	-2
C=CCn1c(SC(C)C#N)nc2sc(CC)cc2c1=O (stereo not drawn)	6	11*	2	0	3	0	-2	-12	-5
COC(=O)NCC(C)OC(=O)Nc1ccc(Cl)cc1 (stereo not drawn)	9	-4	-6	0	-6	-1	8	46	5
Cc1cc(S(=O)(=O)Nc2ccccc2C)ccc1F	8	2	-1	-1	-7	-3	7	-1	5
O=S1(=O)CC/C(=N/Nc2ccc(C(F)(F)F)cn2)c2cc(F)ccc21	11	-1	-6	-13	x	87*	4	9	6
CC(=O)NCCc1nc2ccccc2n1CCOc1ccccc1	3	-3	4	-2	7	-3	-2	-2	0
S=c1nc(C2CCCCC2)[nH][nH]1	11	-2	-1	11	2	-3	1	-11	-39
COc1cc(NC(=O)CSc2nc3ccccc3cc2Cc2ccccc2)cc(OC)c1	4	-2	2	-13	-6	-13	-5	-4	-20
CCCCOC(=O)Sc1nc2ccccc2o1	13	-1	5	-21	-2	22	2	26	-50
Oc1ccccc1/C=N/Nc1cccc2cccnc12	25	1	2	-35	-6	-7	-6	-9	8
Oc1ccc(/C=N/Nc2cc(N3CCCC3)nc(N3CCCC3)n2)cc1	10	1	1	-19	-4	-3	-2	-8	-4
COc1ccccc1C(=O)NC(=S)Nc1ccc(S(=O)(=O)N2CCN(C)CC2)cc1	14	0	1	-9	10	-1	5	0	-12

Arranged by SMILES length (falling): some entries from above.
SMILES	FXIIa inh	Wee1 stabilizer	p97 inhibitor	Mdm2 ligase inh	Rad51 HR inh	eIF4E 4G PPI	FXIa inh 1536	14-3-3 Bad PPI	KLK5 inh
CCCOc1ccc(-c2cc(C(F)(F)F)c(C#N)c(SCC(=O)O)n2)cc1	6	0	-2	-8	x	7	1	-5	x
Oc1ccc(/C=N/Nc2cc(N3CCCC3)nc(N3CCCC3)n2)cc1	10	1	1	-19	-4	-3	-2	-8	-4
CCc1ccccc1NC(=O)CSc1nc2ccccc2n1CC(=O)N(C)C	-10	5	8	-2	-3	-4[fluorescence artefact?]	-5	2[fluorescence artefact?]	-9

Next section:
SMILES	FXIIa inh	Wee1 stabilizer	p97 inhibitor	Mdm2 ligase inh	Rad51 HR inh	eIF4E 4G PPI	FXIa inh 1536	14-3-3 Bad PPI	KLK5 inh
COc1ccc(OC)c(C(C(=O)NCc2ccco2)N(C(=O)Cn2nnc3ccccc32)C2CC2)c1 (stereo not drawn)	12	-2	-1	0	-13	-8	3	-21	0
Cc1ccc(O)c(C(=O)c2cc(C#N)c(=O)n(C(C)c3ccccc3)c2)c1 (stereo not drawn)	2	5	10	-19	-18	0	-3	-16	-4
Cc1ccc(CNc2ccc(Cl)cc2[N+](=O)[O-])cc1	9	0	-5	-1	x	-2[fluorescence artefact?]	3	13	3
COc1ccc(-c2csc(N3N=C(C)C(C)C3=O)n2)cc1 (stereo not drawn)	0	0	1	-9	3	1	-3	-10	-3
CSc1cccc(-n2c(C)cc(C(N)=O)c2C)c1	11	0	7	-8	0	-2	4	-6	5
N#CC(c1ccc(F)cc1)c1ccc(C(=O)c2ccc(F)cc2)cc1 (stereo not drawn)	-1	2	-1	-15	-5	16	-1	-9	4
O=C(NCc1ccco1)C1CC(c2ccccc2O)=NO1 (stereo not drawn)	2	2	5	-6	16	-1	-7	-8	-4
COc1ccc(Br)cc1CNC(=O)CCN1C(=O)COc2ccccc21	12	11*	-4	-7	7	x	-1	x	-3
CS(=O)(=O)N1CCCC(C(=O)N2CCc3ccccc3C2)C1 (stereo not drawn)	15	1	4	-13	-2	3	0	9	-15
O=C(NC(NC(=O)c1ccccc1)C(=O)c1ccccc1)c1ccccc1	5	0	3	x	5	5	-3	-1	-14
CCOC(=O)c1ccccc1NC(=O)c1cn(-c2ccc(OC)cc2)c(=O)c2ccccc12	2	0	11	-5	-2	0	2	-3	-21
CC1(C)Cc2c(ccc3ccccc23)-c2nnc(-c3cccnc3)n21	7	-1	0	6	2	1	-1	12	-22
CC(=O)Nc1ccc(NC(=O)C(C)OC(=O)c2ccccc2Sc2ccccc2C#N)cc1 (stereo not drawn)	5	1	2	-7	-7	-5[fluorescence artefact?]	0	-2	0
O=[N+]([O-])c1ccc(-c2c[nH]c(=S)[nH]2)cc1	8	-1	4	10	x	6	1	-3	-10
CNC(=S)NNC(=O)c1cccn(Cc2ccc(Cl)c(Cl)c2)c1=O	17	-2	-2	-9	4	1	27	6	-107

The final three compounds of the part before open the next one:
SMILES	FXIIa inh	Wee1 stabilizer	p97 inhibitor	Mdm2 ligase inh	Rad51 HR inh	eIF4E 4G PPI	FXIa inh 1536	14-3-3 Bad PPI	KLK5 inh
CC(=O)Nc1ccc(NC(=O)C(C)OC(=O)c2ccccc2Sc2ccccc2C#N)cc1 (stereo not drawn)	5	1	2	-7	-7	-5[fluorescence artefact?]	0	-2	0
O=[N+]([O-])c1ccc(-c2c[nH]c(=S)[nH]2)cc1	8	-1	4	10	x	6	1	-3	-10
CNC(=S)NNC(=O)c1cccn(Cc2ccc(Cl)c(Cl)c2)c1=O	17	-2	-2	-9	4	1	27	6	-107
CNC(=O)/C(=C\C=C\c1ccccc1)NC(=O)c1ccc([N+](=O)[O-])cc1	11	-1	-3	-8	-2	5[fluorescence artefact?]	2	-5[fluorescence artefact?]	14
Cc1onc(-c2c(F)cccc2Cl)c1C(=O)NCc1ccco1	9	0	-6	-6	-5	-7[fluorescence artefact?]	28	-8[fluorescence artefact?]	22
COc1ccc(S(=O)(=O)Nc2ccc(S(=O)(=O)N3CCCCC3)cc2)cc1	7	0	0	-3	10	-2	-6	-4	0
CCN1CC(CN(C)Cc2nc(Cc3ccccc3)no2)CC1=O (stereo not drawn)	8	-3	3	-9	x	-2	-1	-4	x
Cc1nn(-c2ccccc2)c2c1C1(C(=O)Nc3ccccc31)N1C(=N2)Sc2ccccc21 (stereo not drawn)	7	6	8	-3	1	11	2	-2	4
CC(=O)c1ccc(N2Cc3ccccc3C3(CCOCC3)C2=N)cc1	-1	-1	-2	-10	-3	6	-6	0	4
CC(C)(C)C(=O)NC1=NCCS1	-13	-2	-7	-8	15	7[fluorescence artefact?]	-5	1[fluorescence artefact?]	-1
Cc1ccc(-n2c(C(C)C)nc3oc4ccccc4c(=O)c3c2=O)cc1	11	10*	0	-7	-7	-6	0	7	3
COc1ccc(-n2c(C)cc(SC)c(C(C)=O)c2=S)cc1	10	-3	-1	x	4	12	1	-9	-2
O=C1NC(=Nc2ccccc2)c2c1cccc2[N+](=O)[O-]	-10	2	-1	-26	-7	-1[fluorescence artefact?]	7	3	-4
O=C(CCCOc1ccc(Cl)cc1Cl)N/N=C\C1CCCCC1	9	0	0	-25	-6	1	5	-2	-11
